GPR7 antagonist: blocks human GPR7 receptor signaling; P48145; GPR7-expressing cells, fluorescence antagonist assay; actives 1.1% (n = 290,000); AID 1861; inhibition, % at 4.4 µM; in the data active means inhibition above about 16%, passing the limit was not always enough;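 further: cells stimulated with the agonist NPW; 0% = agonist with vehicle and 100% = vehicle without agonist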
PHOSPHO1 inh: inhibitors of human PHOSPHO1 phosphatase; recombinant PHOSPHO1, absorbance phosphatase assay; Q8TCT1; inhibition, % at 13.3 µM; actives 1.1% (n = 290,000); in the data active means inhibition above about 60%
Target sequence (Q8TCT1 whole entry, looked up): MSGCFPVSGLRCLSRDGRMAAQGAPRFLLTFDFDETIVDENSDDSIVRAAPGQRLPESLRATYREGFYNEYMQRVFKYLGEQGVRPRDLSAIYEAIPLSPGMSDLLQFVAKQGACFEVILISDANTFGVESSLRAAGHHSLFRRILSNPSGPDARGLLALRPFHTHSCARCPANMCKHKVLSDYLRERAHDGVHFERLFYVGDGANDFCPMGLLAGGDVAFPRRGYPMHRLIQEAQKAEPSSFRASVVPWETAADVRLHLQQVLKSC
MEKK2 mut-MEK5: signal of MEK5 binding to mutant human MEKK2 PB1 domain. bead flow cytometry, Alexa488-MEK5 binding to MEKK2 mutant. percent response, % at 10 µM. actives 0.35% (n = 290,000); in the data active means percent response above about 24%, passing the limit was not always enough; further: inactives centre near 1; some results filed as inactive read as strong as hits; reference of the scale not given here
OXTR ag: human OXTR agonism; P30559; CHO-OTR cells, Fluo-8 calcium fluorescence; normalized: DMSO 0%, oxytocin 100%; activation, % at 3 µM; actives 0.32% (n = 320,000);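 active means activation above the mean of all tested compounds plus 3 SD, cutoff set per screening run, cut at about 20% in these data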;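 further: peak over basal fluorescence ratio from a 100 s FLIPR kinetic read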
MEKK3 PB1 HTS: raises or lowers MEK5 binding to the human MEKK3 PB1 domain. bead-based flow cytometry, Alexa488-MEK5 binding to MEKK3; actives lie on both sides; 0 = blocked by unlabeled MEK5, 100 = vehicle. AID 1529. actives 1.4% (n = 290,000). binding response (% of control), % at 10 µM;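 active means binding response more than 3 SD above or below the average of its plate-row segment, actives on both sides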;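 further: Alexa488 bead fluorescence after subtracting the streptavidin-only scavenger bead signal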
Target sequence (Q99759 whole entry, looked up, the tested form may be a part): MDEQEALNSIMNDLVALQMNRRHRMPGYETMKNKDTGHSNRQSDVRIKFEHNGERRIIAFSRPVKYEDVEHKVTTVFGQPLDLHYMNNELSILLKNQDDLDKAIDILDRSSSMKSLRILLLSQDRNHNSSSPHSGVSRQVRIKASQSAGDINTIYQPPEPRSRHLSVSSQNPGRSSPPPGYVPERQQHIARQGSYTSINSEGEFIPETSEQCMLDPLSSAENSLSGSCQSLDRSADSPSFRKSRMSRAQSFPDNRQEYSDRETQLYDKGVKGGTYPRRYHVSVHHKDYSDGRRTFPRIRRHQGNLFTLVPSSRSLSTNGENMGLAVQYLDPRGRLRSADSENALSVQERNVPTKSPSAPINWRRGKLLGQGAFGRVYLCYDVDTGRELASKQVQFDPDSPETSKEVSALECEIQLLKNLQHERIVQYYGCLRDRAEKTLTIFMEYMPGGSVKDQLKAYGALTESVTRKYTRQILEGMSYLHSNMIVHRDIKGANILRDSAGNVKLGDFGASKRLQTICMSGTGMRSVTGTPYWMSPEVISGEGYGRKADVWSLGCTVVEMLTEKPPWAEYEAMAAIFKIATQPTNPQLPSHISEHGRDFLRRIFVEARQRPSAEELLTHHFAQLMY
MEKK2 WT-MEK5: raises or lowers MEK5 binding to wildtype human MEKK2 PB1 domain. Q9Y2U5. bead flow cytometry, Alexa488-MEK5 binding to MEKK2 WT; actives lie on both sides. binding response (% of control), % at 10 µM. actives 1.1% (n = 290,000); in the data active means binding response below about 67% or above about 130%
NALP1 inh: NALP1 inhibition; S. cerevisiae NALP1/ASC/caspase-1 growth, X-gal OD620, 72 h; inhibition, % at 10 µM; actives 0.61% (n = 280,000); AID 2071; in the data active means inhibition mostly above about 24%, no sharp cut-off; inactive means mostly below about 32%; further: some compounds called inactive have numbers as strong as hits
PfM18AAP inh: PfM18AAP enzyme inhibition; inhibition, % at 7.35 µM; actives 1.2% (n = 290,000); recombinant PfM18AAP, H-Glu-NHMec fluorogenic cleavage;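 active means inhibition above the campaign mean inhibition over all tested compounds plus 3 SD, cut at about 28% in these data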;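 further: 0% = plate median of test compound wells and 100% = 2 mM ZnCl2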
FID counter: fluorescent intercalator displacement, NS3 helicase counter-screen. inhibition, % at 7.9 µM. actives 0.17% (n = 290,000). DNA fluorescent intercalator displacement, fluorescence; in the data active means inhibition above about 37%;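 further: 0% = vehicle and 100% = reference compound; higher means more ethidium bromide displaced from hairpin DNA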
Numbers without * were called inactive; . = no result given.

SMILES	GPR7 antagonist	PHOSPHO1 inh	MEKK2 mut-MEK5	OXTR ag	MEKK3 PB1 HTS	MEKK2 WT-MEK5	NALP1 inh	PfM18AAP inh	FID counter
Cc1onc(-c2c(Cl)cccc2Cl)c1C(=O)NN1CCCCCC1	-16	34	4	-0.4	95	100	7	0	-11
O=C(c1ccco1)N1C(=O)c2cccc3cccc1c23	1	4	0	-2.4	101	102	15	15	0
Cc1ccc(OCC(=O)O/N=C(\N)c2ccncc2)cc1C	4	16	1	2.9	99	96	22	-7	-27
O=C(N/N=C/C1CC2C=CC1C2)c1ccccc1O (configuration not stated)	-3	6	5	-0.7	103	105	-4	14	-8
Cc1cc(C)cc(NC(=S)N2CCC(NC(=O)c3ccco3)CC2)c1	-5	22	-1	0.7	100	98	3	-5	-17
COc1ccc2[nH]c(C)c(CCNC(=S)Nc3ccc(F)cc3)c2c1	14	-8	-5	1.2	108	101	-1	1	-12
Nc1nnnn1/N=C/c1cc(Cl)cc(Cl)c1O	1	-42	-2	8.0	98	96	15	1	1
COc1cccc(C(=O)/C=C/c2ccc(SC)cc2)c1	11	50	7	-0.7	106	103	-6	4	-8
COc1cccc(Cn2cnc3c([N+](=O)[O-])c(C)c(C)cc32)c1	-8	20	-6	0.8	97	94	-18	3	-12
CSC(=N/N=C(\N)c1cnccn1)SC	-3	-10	-1	-1.9	107	108	20	-7	-3
O=[N+]([O-])c1ccc2nonc2c1Nc1cccc(F)c1	3	38	9	-2.2	103	102	2	2	0
CC(C)C(=O)Nc1ccc(C(=O)N2CCN(C(=O)c3ccco3)CC2)cc1	-17	-42	1	.	100	99	13	-6	-1
CCc1cccc(C)c1NC(=O)C1CCN(C(=O)c2ccc([N+](=O)[O-])cc2)CC1	-3	8	-5	0.1	98	95	-9	0	-19
CC(=O)Nc1cccc(NC(=S)Nc2cccc(Cl)c2Cl)c1	-9	37	1	0.7	101	102	5	22	-2
COc1cccc(C(=O)Oc2cc(C)[nH]c(=O)c2[N+](=O)[O-])c1	-2	-5	-9	0.7	99	86	-2	2	-6
CC(C)(C)C(=O)Nc1nc(-c2ccc3c(c2)OCO3)cs1	6	16	.	-2.6	.	.	0	16	-3
C=CCn1cnc2c(nnn2-c2ccc(C)c(Cl)c2)c1=O	0	34	-3	-0.9	101	97	3	-7	-4
CCOc1cc(C(c2c(C)[nH][nH]c2=O)c2c(C)[nH][nH]c2=O)cc(Cl)c1O	0	33	2	2.5	100	104	17	32*	-4
Cc1cc(C)c(C#N)c(SCC(=O)c2ccc(Cl)cc2Cl)n1	-5	4	-3	-0.8	99	97	4	5	-1
CC(=O)Nc1ccc(S(=O)(=O)N2CCN(c3ccccn3)CC2)cc1	-6	-9	-3	2.0	90	98	4	5	1
COc1cc(/C=N/NC(=O)NC2CCCCC2)ccc1O	-9	-21	15	0.0	106	105	-7	1	-7
CC(C)C(=O)N(c1cc2sc(=O)oc2c2ccccc12)S(=O)(=O)c1cccs1	-7	92*	-3	0.2	103	94	3	-37	-7
O=C1Cc2cc([N+](=O)[O-])ccc2N1c1c(Cl)cccc1Cl	0	22	1	-0.4	104	102	22	-1	-3
CCCCN(CC)C(=S)Nc1ccc2nc(N3CCN(C)CC3)cc(C)c2c1	-11	-20	2	2.2	99	108	22	-4	31
COc1ccc(CNC(=O)C2CC(C)=CCC2C(=O)O)cc1 (configuration not stated)	2	37	4	0.0	105	99	32	3	-4
Cc1cc2oc(=O)cc(CN3CCOCC3)c2cc1O	-2	39	3	-0.8	106	102	7	6	0
CCN(CC)CCNC(=O)c1cccc(NC(=O)C(=O)c2cc(Br)ccc2NC(C)=O)c1	5	7	0	0.6	93	98	-7	-3	10
COc1ccc(C/C(C)=N/NS(=O)(=O)c2ccc(Br)cc2)cc1	-13	10	5	-0.4	101	101	3	-6	0
CCCCN(CC)CCCNC(=O)CN1C(=O)CSc2ccc(S(=O)(=O)N3CCOCC3)cc21	-6	6	-5	0.9	99	95	14	-11	8
CC(=O)N1CCC(C(=O)Nc2ccc(S(=O)(=O)NCCc3ccccc3)cc2)CC1	-1	36	2	0.5	103	107	-4	2	-11
C[C@H](Nc1ncnc2sc3c(c12)CCC3)C(=O)O	-8	66*	.	0.4	.	.	1	10	0
COc1ccc(CCNC(=O)Cc2cc(=O)[nH]c(=O)[nH]2)cc1OC	-13	-7	5	-0.2	101	101	-3	4	-4
CC1CC(N(C(=O)c2ccco2)c2ccccc2)c2ccccc2N1 (configuration not stated)	-7	12	2	-2.0	101	101	-10	5	-23
O=C(NCCc1ccccc1)c1cc2ccccc2oc1=O	5	8	-14	-1.1	97	94	10	6	-13
COc1ccc(C(CNC(=O)COc2cc(C)c(Cl)c(C)c2)N2CCCCC2)cc1 (configuration not stated)	28*	7	12	-0.4	103	128	-11	2	25
COc1ccc(OC)c(S(=O)(=O)n2cccn2)c1	-6	-4	-3	0.0	100	100	-8	-7	-2
COCC(=O)N(Cc1cc2cc(OC)ccc2[nH]c1=O)c1ccc(C)cc1	-9	25	-5	-0.6	98	99	5	-2	-25
CCNc1nc(NC(C)C)nc(N(C#N)C(C)C(=O)N(C)C)n1 (configuration not stated)	-10	14	2	0.2	100	100	-96	10	-16
Nc1nc(N)nc(-c2ccc(Cl)cc2)n1	-13	5	-4	0.4	86	93	8	-6	-4
COc1ccc(S(=O)(=O)N2CCOc3ccccc32)cc1	20	10	5	-0.8	106	100	-5	-7	-10
COc1ccc(CCNC(=O)CNS(=O)(=O)c2cccs2)cc1OC	-2	3	-5	-0.2	100	91	-7	-1	0
COc1cc(/C=N/NC(=O)c2ccncc2)ccc1OCC(=O)Nc1ccccc1	-5	30	-7	1.9	101	94	16	-3	-26
Cc1ccccc1C1=Nn2c(nnc2-c2ccco2)SC1	-3	33	3	3.7	100	99	6	-4	-10
CCn1c(O)c(/C=C2\C=NN=C2c2ccccc2)sc1=S	-10	42	-23	-1.7	86	89	.	3	-1
CCOc1ccc(-c2cc(C(=O)Nc3ccc4c(c3)OCCO4)c3ccccc3n2)cc1	-1	31	11	-0.7	105	102	3	-2	1
Cc1cc(NS(=O)(=O)c2ccc(C3CCCCC3)cc2)no1	-10	11	-6	0.7	92	96	7	0	-37
N#CC1=C2SCN(Cc3ccco3)CN2C(=O)CC1c1cccc2ccccc12 (configuration not stated)	-4	39	1	-0.8	101	103	11	30*	-31
FC(F)(F)c1nc(SCc2ccc(Cl)cc2Cl)n[nH]1	-3	24	12	5.7	98	105	6	-6	-2
O=C(OCn1nnc2ccccc2c1=O)C1COc2ccccc2O1 (configuration not stated)	-11	-14	-1	1.6	93	94	30	-7	2
C=C(C)CN(CC)C(=O)CSc1nc(O)cc(=O)n1C1CCCC1	-14	42	-2	-1.2	91	100	5	2	-34

Further entries follow.
SMILES	GPR7 antagonist	PHOSPHO1 inh	MEKK2 mut-MEK5	OXTR ag	MEKK3 PB1 HTS	MEKK2 WT-MEK5	NALP1 inh	PfM18AAP inh	FID counter
O=C(NCc1cc(Br)cc(Br)c1OC(=O)c1ccccc1[N+](=O)[O-])c1ccccc1	-11	-6	0	-1.1	109	101	30	-7	3
O=C(CN(Cc1ccccc1)C(=O)c1ccc2c(c1)OCCO2)NCc1ccc2c(c1)OCO2	-4	-19	-9	-0.6	85	91	30	5	-21
COc1ccc(Cc2nc(C(=O)Nc3ccccc3)cs2)cc1	-3	13	.	2.2	.	.	13	2	-11
COc1cc(OC)cc(C(=O)NCc2n[nH]c(=S)n2-c2ccccc2)c1	-6	-71	-2	-0.4	98	96	15	16	-8
CCC1Sc2ccc(S(=O)(=O)CCC(=O)Nc3cccc(Br)c3)cc2NC1=O (configuration not stated)	-8	41	-7	0.4	96	99	13	-2	-18
CCOc1cccc(CN2CCC(CCC(=O)NC3CC3)CC2)c1O	5	19	5	0.1	101	101	6	-4	-2
O=C(Nc1nc(-c2ccccc2)c(C(=O)c2ccccc2)s1)c1ccc(S(=O)(=O)N2CCCCC2)cc1	-2	-4	-1	0.9	96	94	27	-7	5
O=[N+]([O-])c1ccc(O)c(C=Nc2ccc3c(c2)OCO3)c1	-8	6	-4	0.5	98	94	4	4	-1
CC1(C)CC(NC(=O)COc2cc3oc(=O)c4c(c3cc2Cl)CCC4)CC(C)(C)N1	-5	24	2	0.9	104	109	19	-4	24
O=C(/C=C/c1ccco1)NCCCN1CCOCC1	7	28	-6	0.2	104	97	28	0	-3

Ordered by length of the SMILES (largest number first): part of the list above.
SMILES	GPR7 antagonist	PHOSPHO1 inh	MEKK2 mut-MEK5	OXTR ag	MEKK3 PB1 HTS	MEKK2 WT-MEK5	NALP1 inh	PfM18AAP inh	FID counter
CC1(C)CC(NC(=O)COc2cc3oc(=O)c4c(c3cc2Cl)CCC4)CC(C)(C)N1	-5	24	2	0.9	104	109	19	-4	24
COc1cc(OC)cc(C(=O)NCc2n[nH]c(=S)n2-c2ccccc2)c1	-6	-71	-2	-0.4	98	96	15	16	-8
CCOc1cccc(CN2CCC(CCC(=O)NC3CC3)CC2)c1O	5	19	5	0.1	101	101	6	-4	-2

Taken from above:
CC1(C)CC(NC(=O)COc2cc3oc(=O)c4c(c3cc2Cl)CCC4)CC(C)(C)N1 – GPR7 antagonist = -5
O=C(CN(Cc1ccccc1)C(=O)c1ccc2c(c1)OCCO2)NCc1ccc2c(c1)OCO2 – OXTR ag = -0.6
O=C(Nc1nc(-c2ccccc2)c(C(=O)c2ccccc2)s1)c1ccc(S(=O)(=O)N2CCCCC2)cc1 – FID counter = 5
O=C(/C=C/c1ccco1)NCCCN1CCOCC1 – FID counter = -3

Continuation:
SMILES	GPR7 antagonist	PHOSPHO1 inh	MEKK2 mut-MEK5	OXTR ag	MEKK3 PB1 HTS	MEKK2 WT-MEK5	NALP1 inh	PfM18AAP inh	FID counter
CCOc1ccc(CN(C)CC(=O)Nc2ccc3c(c2)CCC3)cc1OC	-9	53	-2	-0.1	120	112	0	4	9
Nc1cc2c(cc1C(=O)c1ccccc1F)OCCO2	-16	47	2	-1.6	105	107	-10	5	0
O=C(Nc1ccc2c(c1)OCO2)C1CCCN(S(=O)(=O)Cc2ccccc2)C1 (configuration not stated)	-12	-4	4	-2.0	104	105	6	-1	-29
O=C(CSc1nc2ccccc2[nH]1)Nc1ccccc1F	-8	-9	-1	0.9	98	97	-3	-2	-2
CC(=O)Nc1nnc(CCS(=O)(=O)c2ccc(C)c(C)c2)s1	-2	19	-3	-0.8	97	97	6	-9	-1
Cc1[nH]c2ccccc2c1C(=O)CN1CCN(c2ccc(Cl)cc2)CC1	-1	25	1	3.4	103	104	2	-2	0
Cc1nnc(NC(=O)c2ccccc2F)s1	-14	-3	-6	0.3	102	98	-6	-1	0
CN(Cc1ccccc1)S(=O)(=O)c1csc(C(N)=O)c1	-8	27	0	3.6	99	102	19	-9	-9
COCC(C)NC(=O)CSc1nc2ccccc2c(=O)n1CCc1ccc(S(N)(=O)=O)cc1 (configuration not stated)	-25	14	-2	1.4	102	100	12	4	-38
CCOc1ccc(NC(=S)NCc2ccc3[nH]c(C)cc3c2)cc1	-5	42	-2	0.2	90	88	12	-16	-5
COc1ccc(Cl)cc1S(=O)(=O)NC1CC(C)(C)NC(C)(C)C1	-2	13	-7	1.1	96	95	28	-9	10
Cc1cc([N+](=O)[O-])nn1CC(=O)N1c2ccccc2CC1C (configuration not stated)	-3	2	-2	1.4	93	96	32	1	1
COc1ccccc1-n1cnnc1SC(C)C(=O)Nc1cccc([N+](=O)[O-])c1 (configuration not stated)	-7	-11	8	1.9	97	94	19	0	-5
Cc1ccc(NC(=S)NNC(=O)CSc2nnc(-c3ccc(Cl)cc3)n2C2CCCCC2)cc1	-14	2	0	-1.1	89	95	5	-5	-21
O=C(/C=C1\NC2(CCCC2)Cc2ccccc21)C(=O)N/N=C/c1ccccc1O	4	-18	0	-0.3	174*	102	22	12	-14
Cc1cc(C)n2nc(C(=O)N3CCN(Cc4ccc5c(c4)OCO5)CC3)nc2n1	8	32	-4	0.1	100	98	-8	-14	-17
CCOC(=O)N1CCC(NC(=O)c2cc(COc3ccc(F)cc3Cl)on2)CC1	-9	48	5	0.8	100	100	10	3	-20

Bioassay records deposited in PubChem by several laboratories.
